Compound activity deposited in PubChem BioAssay by several laboratories.
PTPN22 inh 2: inhibitors of human LYP (PTPN22) phosphatase | Q9Y2R2 | recombinant LYP catalytic domain, DiFMUP fluorescence | inhibition, % at 2 µM | hit rate 0.21% among 96,000 | AID 640;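 active = inhibition at 2 µM at or above a set limit, the screen mean plus 3 SD, cut at about 24% in these data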;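 also: 0% = DMSO with enzyme and 100% = enzyme fully blocked by orthovanadate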
Target sequence (Q9Y2R2 whole entry, looked up, the tested form may be a part): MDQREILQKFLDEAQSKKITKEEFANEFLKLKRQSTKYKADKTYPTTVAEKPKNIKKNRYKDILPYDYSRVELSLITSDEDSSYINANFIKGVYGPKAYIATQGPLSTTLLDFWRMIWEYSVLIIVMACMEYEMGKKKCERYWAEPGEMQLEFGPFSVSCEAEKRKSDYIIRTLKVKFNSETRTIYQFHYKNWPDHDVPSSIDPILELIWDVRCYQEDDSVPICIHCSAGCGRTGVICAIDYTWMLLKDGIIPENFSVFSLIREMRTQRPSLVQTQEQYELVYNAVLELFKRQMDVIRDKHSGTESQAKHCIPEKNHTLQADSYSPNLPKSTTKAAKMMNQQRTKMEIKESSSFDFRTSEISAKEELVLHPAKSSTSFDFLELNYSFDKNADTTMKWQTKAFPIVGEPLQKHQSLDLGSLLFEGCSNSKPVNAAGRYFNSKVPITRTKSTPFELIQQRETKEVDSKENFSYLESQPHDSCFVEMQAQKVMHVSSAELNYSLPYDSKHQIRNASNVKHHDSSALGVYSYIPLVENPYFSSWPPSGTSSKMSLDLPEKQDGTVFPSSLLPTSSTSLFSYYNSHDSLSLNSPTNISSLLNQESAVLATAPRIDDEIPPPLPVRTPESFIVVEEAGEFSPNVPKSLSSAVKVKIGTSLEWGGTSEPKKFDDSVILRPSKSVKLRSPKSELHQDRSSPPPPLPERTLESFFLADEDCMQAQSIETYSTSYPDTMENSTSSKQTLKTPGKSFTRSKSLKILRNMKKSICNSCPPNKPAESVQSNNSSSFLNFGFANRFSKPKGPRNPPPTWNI
CYP2C9 inh: human CYP2C9 inhibition; AID 777; hit rate 20% among 96,000; CYP2C9 Supersomes, luciferin-H conversion, luminescence; P11712; inhibition, % at 5 µM;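 active = blocking of liver enzyme CYP2C9 beyond about 50% at 5 µM, limit read from the data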; also: values of inactives mirror those of a sister screen read the other way
PostGolgi yeast: growth inhibition of a yeast mutant, post-Golgi transport screen | post-Golgi transport phenotypic cell assay | inhibition, % at 10 µM | hit rate 0.9% among 98,000;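 also: yeast cells grown in 1536-well plates; yeast grown about 18 h at 30C before absorbance read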
DAT uptake mod: changed human dopamine transporter uptake under cocaine IC80 | LLC-PK1 hDAT cells, [14C]-dopamine uptake with cocaine IC80; actives deviate in either direction | Q01959 | B-score at 10 µM | AID 449768 | hit rate 1.3% among 110,000;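 active = Z score or B-score, a plate-position-corrected score, falls beyond the plate's 99.7% confidence bounds, in either direction; inactive = both scores lie inside the 99.7% bounds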;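 also: scored against the spread of the other compound wells on the same plate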
E coli WT exp: blocks growth of wild type E. coli BW25113; OD600 absorbance; growth inhibition, % at 100 µM; hit rate 0.15% among 98,000;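 active = growth inhibition above about 50% at one test dose, limit read from the data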;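 also: growth measured after 20 h incubation at 37 °C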
CYP2C9 activ: increases human cytochrome P450 2C9 activity; activation factor at 5 µM; P11712; hit rate 1.4% among 96,000; recombinant CYP2C9, luciferin-H conversion, luminescence; stronger effect = higher value; factor 1 = untreated enzyme, 0 = blocked;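 active = activation factor of 2 or more for CYP2C9 at a 5 µM dose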;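 also: 0 = sulfaphenazole-blocked wells and 1 = vehicle-only wells; values of inactives mirror those of a sister screen read the other way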
PostGolgi ctrl: inhibits growth of the yeast control strain; efflux-deficient yeast background strain, growth absorbance A615, 16 h; inhibition, % at 10 µM; hit rate 5% among 98,000; AID 738
Pyk2 oligo antag: antagonists of human Pyk2 oligomerization. Q293 cells, Pyk2 FERM NanoBiT luminescence; stronger effect = lower value. hit rate 0.83% among 99,000. z-score (the deposit names both 25 µM and 10 µM). AID 1347419;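 active = Z-score of -3 or lower, scaled per plate to the spread of control and sample wells; inactive = z-score above -3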;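 also: negative z-score means lost luminescence so less FERM oligomerization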
LYP act: increases human PTPN22 phosphatase activity; activation, % at 2 µM; AID 697; hit rate 0.11% among 96,000; recombinant LYP, DiFMUP fluorescence; 0 = plate median, 100 = signal doubled;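 active = activation at 2 µM above a set limit, the mean plus 5 SD, cut at about 37% in these data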
Starred values were filed as active, the others as inactive; . = not tested or not shown. Rule as the data show it, unless noted: active = inhibition above about 30%; inactive = the rest.

SMILES	PTPN22 inh 2	CYP2C9 inh	PostGolgi yeast	DAT uptake mod	E coli WT exp	CYP2C9 activ	PostGolgi ctrl	Pyk2 oligo antag	LYP act
Cc1ccc2nc(C3CCCN(C(=S)Nc4cccc(C)c4C)C3)[nH]c2c1 (centres undefined)	-9	39	1	0.28	-7	0.6	3	-0.4	12
CCC(C)C1C(C#N)=C(N)Oc2n[nH]c(C)c21 (centres undefined)	-9	.	-6	-0.82	9	.	-2	.	5
N#C/C(=C\c1cccc(Oc2ccc(C(F)(F)F)cc2[N+](=O)[O-])c1)c1nc2ccccc2[nH]1	0	30	-2	-0.76	-12	0.7	8	-0.23	5
Cc1occc1C(=O)Nc1ccc2ccccc2c1	-5	30	-3	1.8	15	0.7	52*	-0.74	2
O=C(CCN1C(=O)C2C3C=CC(C3)C2C1=O)N1CCN(c2ccccc2Cl)CC1 (centres undefined)	4	10	-7	0.67	-10	0.9	-7	-0.22	0
COC(=O)c1ccc(NC(=O)c2cn(-c3ccccc3)nc2-c2ccncc2)cc1	6	16	72*	-1.4	-12	0.8	32*	-1.9	-3
Cc1ccc(C(=O)N2CCCC2)cc1S(=O)(=O)Nc1ccccc1	-14	31	1	-1	4	0.7	7	0.07	12
COc1nc(-c2ccc(C)cc2)ccc1-c1noc(-c2ccco2)n1	0	46	2	0.78	-11	0.5	16	-0.82	-2
CC(C)(C)NC(=O)CSc1nnc(-c2ccco2)n1Cc1ccco1	.	38	5	-0.31	4	0.6	10	0.06	.
COc1ccc(OC)c(-n2cnnn2)c1	4	-5	10	-0.79	0	1	-1	0.49	-6
CCOc1cc(N2CCOCC2)c(OCC)cc1NC(=O)Cc1ccccc1OC	8	3	-4	0.81	3	1	11	0.91	-6
Nc1nc2c(s1)C(=O)CC(c1ccccc1)C2 (centres undefined)	-1	20	-9	0.47	5	0.8	-1	-0.5	4
CCCn1nc(C(=O)N2CC(=O)Nc3ccccc32)c2ccccc2c1=O	-3	.	3	-0.5	-5	.	10	-0.68	1
CC(=O)Oc1ccc(C(=O)Nn2cnnc2)cc1	-27	.	.	0.42	.	.	.	0.32	28
CCCS(=O)(=O)n1nc(-c2ccc(OC)cc2)cc1N	2	87*	2	0.52	6	0.1	10	.	-3
Cc1cc(=O)oc2n[nH]c(-c3ccccc3)c12	-9	4	0	.	15	1	11	0.04	6
Cc1cc(C)c2cc(C(c3nnnn3CC3CCCO3)N3CCN4CCCC4C3)c(=O)[nH]c2c1 (centres undefined)	-10	17	13	-0.066	3	0.8	5	0.33	7
O=C(NC(C(=O)N/N=C/c1cccc2ccccc12)c1n[nH]c(=O)c2ccccc12)c1ccccc1 (centres undefined)	9	56*	-2	2.2	-6	0.4	3	-0.31	-7
CCOC(=O)c1cc2nc(-c3ccco3)cc(C(F)(F)F)n2n1	-2	.	.	0.061	.	.	.	-0.6	4
O=C(CCSCCC(=O)NCc1ccco1)NCc1ccco1	-1	90*	-9	-0.5	5	0.1	1	.	-2
CC(=O)c1c(C)n([O-])c2ccc(C)cc2[n+]1=O	1	-19	18	-0.81	53*	1.2	12	0.46	-3
Cc1cc(C)cc(NC(=S)NCc2ccc3c(c2)OCO3)c1	6	.	.	-0.64	.	.	.	0.06	-8
CCOc1ccc(CCNC(=O)Cn2c(=O)oc3ccccc32)cc1OCC	-2	62*	13	0.037	6	0.4	3	0.24	3
Cc1cccc(CCNC(=O)C2CCN(S(=O)(=O)c3c(C)noc3C)CC2)c1	-2	4	-3	-0.14	5	1	8	1	-2
CCCN1CC23C=CC(O2)C(C(=O)O)C3C1=O (centres undefined)	2	10	0	-1.2	0	0.9	24	.	-3
Further entries follow:
SMILES	PTPN22 inh 2	CYP2C9 inh	PostGolgi yeast	DAT uptake mod	E coli WT exp	CYP2C9 activ	PostGolgi ctrl	Pyk2 oligo antag	LYP act
Cc1noc(C)c1COc1cccc(C(=O)Nc2ccc(C#N)cc2)c1	4	26	4	0.3	12	0.7	5	-0.21	-6
COc1cccc(CNc2cnc3ccccc3c2)c1O	-14	.	.	0.51	.	.	.	-1.5	14
CCCCOC(=O)C1=C(C)Nc2ncnn2C1c1ccc(OC)c(OC)c1 (centres undefined)	-14	37	-4	0.00094	-5	0.6	4	-0.91	11
CC(C)Cn1c(=O)c(C(=O)Nc2cnccn2)c(O)c2ccccc21	.	-9	6	-0.093	-9	1.1	39*	4.1	.
COc1ccc(NC(=O)C(=O)N/N=C/c2cc(C)n(-c3cccc(Cl)c3Cl)c2C)c(OC)c1	-5	33	3	0.58	-7	0.7	4	0.04	3
CCOC(=O)c1ccc(NC(=O)c2nn(CC)cc2Br)cc1	-9	-45	-6	0.29	-4	1.5	9	-1	7
C(=N\N1CCN(C2c3ccccc3-c3ccccc32)CC1)/c1ccccn1	1	27	-9	-0.47	-11	0.7	31*	-0.18	4
Cc1ccc(-c2nn(CC(=O)NCc3cc(-c4nn(C)c(=O)c5ccccc45)ccc3C)c(=O)c3ccccc23)cc1	25*	43	28	.	-5	0.6	-10	-0.13	-24
COCCCn1c(=N)c(C(=O)NCC2CCCO2)cc2c(=O)n3ccccc3nc21 (centres undefined)	2	-1	3	-0.31	3	1	1	-0.12	-3
CCCOc1ncnc2c1[nH]c1ccccc12	2	18	-1	.	-6	0.8	12	-0.54	1
Clc1ccc(SCCCCn2ccnc2)cc1	-1	100*	15	-0.31	27	0	4	2	-4
COC(=O)CN(C(=S)Nc1ccccc1)C1CC(=O)N(c2ccc(OC)cc2)C1=O (centres undefined)	-9	5	-3	-0.57	3	1	1	0.08	15
Cc1occc1C(=O)NCCc1cccc(Cl)c1	14	64*	-1	1.3	8	0.4	1	1.8	-14
O=C(NNC(=O)c1cc(-c2ccc(Cl)c(Cl)c2)nc2ccccc12)Nc1ccccc1	-4	33	5	.	-7	0.7	10	-1.3	7
O=C(CC1=NCCNC(c2ccccc2)C1)c1ccccc1O (centres undefined)	2	5	-1	.	4	0.9	8	-0.02	-4
Cc1ccc(Sc2c(C)[nH]n(C(C)(C)C)c2=O)cc1	6	87*	2	0.53	-3	0.1	13	0.35	-6
COc1ccc(C2SCC(C(=O)O)N2C(C)=O)cc1OC (centres undefined)	-2	-8	-13	-0.4	0	1.1	5	.	2
Cc1onc(-c2ccccc2Cl)c1C(=O)N1CCN(C(=O)c2ccco2)CC1	0	16	-3	0.19	2	0.8	5	-0.28	0
O=C1c2ccncc2C(=O)N1Cc1cccc(Cl)c1	23	13	0	-0.14	6	0.9	3	0.7	-21
Cc1ccc(OCC(=O)n2nc(C)cc2C)c(C)c1	14	22	-2	-0.1	6	0.8	3	1.1	-10
CCOC(=O)N1CCN(CC(=O)Nc2ccc(OC)cc2)CC1	8	-3	13	-0.024	4	1	-1	-0.3	-4
CC1CCCN(C(=O)CCS(=O)(=O)Cc2ccccc2)C1 (centres undefined)	2	-11	0	-0.52	-1	1.1	19	0.13	-3
O=C(C(Cc1ccccc1)n1cccc1)N1CCN(Cc2ccccc2)CC1 (centres undefined)	-9	62*	7	1.4	9	0.4	25	.	6
c1ccc(N2CCN(c3nc(NCc4ccco4)c4ccccc4n3)CC2)cc1	6	91*	9	-1.4	-3	0.1	6	-1.8	-8
CCC(C)(C)NC(=O)c1ccc2c(c1)S(=O)(=O)c1ccccc1C2=O	-1	21	22	0.39	6	0.8	13	0.57	4

Single records, from the list above. Screens in order: PTPN22 inh 2 | CYP2C9 inh | PostGolgi yeast | DAT uptake mod | E coli WT exp | CYP2C9 activ | PostGolgi ctrl | Pyk2 oligo antag | LYP act
Record of C(=N\N1CCN(C2c3ccccc3-c3ccccc32)CC1)/c1ccccn1 → 1 | 27 | -9 | -0.47 | -11 | 0.7 | 31* | -0.18 | 4
Record of Cc1onc(-c2ccccc2Cl)c1C(=O)N1CCN(C(=O)c2ccco2)CC1 → 0 | 16 | -3 | 0.19 | 2 | 0.8 | 5 | -0.28 | 0
Record of O=C(CC1=NCCNC(c2ccccc2)C1)c1ccccc1O (centres undefined) → 2 | 5 | -1 | . | 4 | 0.9 | 8 | -0.02 | -4
Record of CC1CCCN(C(=O)CCS(=O)(=O)Cc2ccccc2)C1 (centres undefined) → 2 | -11 | 0 | -0.52 | -1 | 1.1 | 19 | 0.13 | -3

(next part)
SMILES	PTPN22 inh 2	CYP2C9 inh	PostGolgi yeast	DAT uptake mod	E coli WT exp	CYP2C9 activ	PostGolgi ctrl	Pyk2 oligo antag	LYP act
COc1ccc(NC(=O)Nc2ccc3c(c2)N(C)C(=O)CS3)cc1OC	.	0	-8	0.62	3	1	4	.	.
CC(=O)Cn1c(C(F)(F)F)nc2ccccc21	-18	-14	5	0.55	2	1.1	3	0.77	14
Cc1ccc(-n2c(SCC(=O)N3CCOCC3)nnc2-c2ccncc2)cc1	-15	12	1	0.061	-9	0.9	6	0.22	9
Cc1nn(CC(O)CN2c3ccccc3Sc3ccccc32)c(C)c1Br (centres undefined)	3	93*	-3	-0.02	-22	0.1	30	0.35	-1
c1ccc(-c2ccc(-c3cnc4n3CCCCC4)cc2)cc1	-1	66*	81*	0.39	14	0.3	5	-0.1	2
O=C(CN1CCN(CC(=O)c2ccc(F)cc2)CC1)Nc1ccccc1Cl	6	25	-3	0.57	-1	0.8	9	3.2	-5
Cc1[nH]c(=O)[nH]c(=O)c1S(=O)(=O)NCCOC12CC3CC(CC(C3)C1)C2	.	3	2	-2.1	7	1	-1	2.5	.
Cc1ccc(S(=O)(=O)CCc2nc3ccccc3s2)cc1C	-3	29	-7	0.025	2	0.7	-2	2.9	4
Cn1c2ccccc2c2cc(C(=O)N3CCN(CCO)CC3)sc21	.	-76	-16	0.26	12	1.8	6	1.1	.
CCCCCC(C)n1[nH]c(=O)c2c(C)cc(C)nc21 (centres undefined)	.	66*	3	-1.5	9	0.3	17	.	.
O=C(NCN1C(=O)C2C3C=CC(C3)C2C1=O)OC1CCCCC1 (centres undefined)	-2	6	0	-0.5	6	0.9	-4	0.46	0
CS(=O)(=O)c1nc(-c2ccc(Br)cc2)cc(-c2ccccc2)c1C#N	3	73*	10	-0.6	-8	0.3	74*	-1.3	-1
CCc1ccc(NC(=O)Cn2nc(C(F)(F)F)c3c2CCC3)cc1	12	.	-11	1	-5	.	8	0.07	-11
CCCCS(=O)(=O)CC(COc1ccccc1)OC(=O)c1ccccc1 (centres undefined)	3	-36	9	-0.28	-12	1.4	7	-0.97	-2
COc1ccc2c(c1)N(C)/C(=C1/SC(=NCc3ccccc3)N(c3ccccc3)C1=O)S2	-2	36	7	-0.45	-10	0.6	9	0.46	0
CCC(C)NC(=O)C1CC(c2cccc(OC)c2)=NO1 (centres undefined)	-2	-58	-1	0.42	5	1.6	-3	0.1	1
N#Cc1c(-c2ccco2)cc(C2CC2)nc1N	-5	-34	4	0.27	-6	1.3	12	-0.26	3
Nc1c(C(=O)OCC2CCCO2)c2nc3ccccc3nc2n1C1CCCCC1 (centres undefined)	-4	-7	12	-0.68	-2	1.1	2	-2	8
COc1ccccc1NC(=O)c1ccc2nc(N3C(=O)CCC3=O)sc2c1	1	-32	-4	1.5	0	1.3	15	-0.17	-2
CCn1c(=O)c(C(=O)Nc2nc3ccccc3[nH]2)c(O)c2ccccc21	-4	6	104*	-0.12	1	0.9	98*	-1.3	4
CCOc1ccc(NC(=O)CN(c2cccc(C(F)(F)F)c2)S(C)(=O)=O)cc1	5	72*	-6	-0.15	-3	0.3	7	-0.6	-4
OCCNc1nc(SCc2ccccc2)nc2sc3c(c12)CCC3	-10	68*	-1	.	-17	0.3	74*	-1	12
CCCC(CCC(=O)NC1CCCCC1)C(=O)O (centres undefined)	-4	7	13	-1.1	-1	0.9	-3	1.2	6
CCCCc1nc(SCC(=O)Nc2ncccn2)n[nH]1	7	7	4	-1.8	-6	0.9	8	0.33	-2
O=C(NCC(c1cccnc1)N1CCN(c2ccc(F)cc2)CC1)c1ccccc1 (centres undefined)	-4	21	10	0.2	-6	0.8	8	0.82	4
CC(C)CCn1nnnc1C(c1ccc(F)cc1)N1CCN(C(=O)c2ccco2)CC1 (centres undefined)	-2	96*	-4	-0.37	-2	0	5	0.31	2
